Compound activity (PubChem BioAssay)
HCV core dimer: HCV core protein dimerization inhibition. hit rate 0.33% among 300,000. TR-FRET GST/Flag-core106 dimerization, 1536-well. inhibition, % at 5 µM;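 active means inhibition above the mean of all tested compounds plus 3 SD, set per screening campaign, cut at about 45% in these data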
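Assay system: Tagged HCV core106 pair (GST and Flag) | Buffer or medium: KF-containing HEPES buffer, pH 7.45, DTT, CHAPS, BSA | Also added: Eu donor and XL665 acceptor anti-tag antibodies | Dosing: One concentration, 5 µM, in 0.5% DMSO | Timing: 4 h at 22.5 °C | Technique: TR-FRET 671 and 617 nm emission | Repeats: Singlicate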
PAFAH2 FP inh: inhibitors of human PAFAH2 | recombinant PAFAH2, FP-rhodamine activity probe, fluorescence polarization | hit rate 0.99% among 340,000 | Q99487 | inhibition, % at 3.39 µM | AID 492956;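 active means inhibition above the mean over all tested compounds plus 3 SD, cut at about 30% in these data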;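 further: inhibitors block probe labeling of enzyme so polarization drops; 0% = enzyme with DMSO and 100% = wells lacking PAFAH2 protein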
Fh CTSL1 inh: cathepsin L1 inhibition, PFM18AAP counter-screen | recombinant F. hepatica cathepsin L1, Z-Leu-Arg-MCA fluorescence | inhibition, % at 5.96 µM | hit rate 0.49% among 300,000 | AID 1906;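 active means inhibition above the mean of all tested compounds plus 3 SD, set per screening campaign, cut at about 17% in these data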;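 further: 0% = plate median of test compound wells and 100% = 1 µM Z-Phe-Ala-diazomethylketone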
PP5 primary: blocks human protein phosphatase 5 activity. P53041. purified PP5c, OMFP substrate fluorescence. inhibition, % at 6.7 µM. hit rate 0.18% among 320,000;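 active means inhibition above the campaign's mean inhibition across all tested compounds plus 3 SD, cut at about 9.5% in these data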;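 further: 0% = DMSO only and 100% = 100 µM cantharidin control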
Target sequence (P53041 whole entry, looked up): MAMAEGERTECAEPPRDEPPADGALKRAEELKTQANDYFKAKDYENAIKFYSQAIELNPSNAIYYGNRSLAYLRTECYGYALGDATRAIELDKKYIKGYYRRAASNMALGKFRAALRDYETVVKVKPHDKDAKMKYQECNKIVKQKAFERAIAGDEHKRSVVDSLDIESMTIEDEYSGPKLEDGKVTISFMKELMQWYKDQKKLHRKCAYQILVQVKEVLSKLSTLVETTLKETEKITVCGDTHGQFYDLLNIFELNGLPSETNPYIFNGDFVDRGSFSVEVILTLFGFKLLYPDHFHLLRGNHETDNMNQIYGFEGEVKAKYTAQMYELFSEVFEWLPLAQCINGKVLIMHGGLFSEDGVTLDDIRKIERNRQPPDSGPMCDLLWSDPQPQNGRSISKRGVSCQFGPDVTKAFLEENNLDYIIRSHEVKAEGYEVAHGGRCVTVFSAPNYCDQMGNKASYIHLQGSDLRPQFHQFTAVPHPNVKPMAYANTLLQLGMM
proCasp3 act: procaspase-3 (human) activation; P42574; recombinant procaspase-3 D3A, Ac-DEVD-pNA absorbance 405 nm; activation, % at 8.5 µM; hit rate 0.11% among 330,000; AID 463141;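 active means activation above the mean of all tested compounds plus 3 SD, cut at about 21% in these data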;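 further: 0% = DMSO alone and 100% = DMSO wells spiked with extra 5 µM PC-3 D3A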
Target sequence (P42574 whole entry D9A/D28A/D175A): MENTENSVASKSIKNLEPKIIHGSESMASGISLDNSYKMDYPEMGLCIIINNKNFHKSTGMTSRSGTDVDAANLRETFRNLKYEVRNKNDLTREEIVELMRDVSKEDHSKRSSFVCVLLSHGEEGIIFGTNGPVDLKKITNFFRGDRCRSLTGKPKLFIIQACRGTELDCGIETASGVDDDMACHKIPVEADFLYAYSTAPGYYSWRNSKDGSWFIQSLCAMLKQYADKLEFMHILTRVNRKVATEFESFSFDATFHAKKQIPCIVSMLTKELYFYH
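System: Procaspase-3 D3A mutant. Medium: Zinc-free 300 mM NaCl, 50 mM HEPES, 0.01% Triton X-100. Schedule: 1 h preincubation plus 2 h reaction at 25 °C. Measured by: 405 nm absorbance of p-nitroaniline, reads at 0 and 120 min. Read-out: percent activation relative to control range.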
PP1 counter: blocks human PP1-alpha phosphatase, a PP5 counter-screen | P62136 | purified PP1alpha, OMFP fluorescence | inhibition, % at 6.7 µM | hit rate 0.9% among 320,000 | AID 2235;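 active means inhibition above the mean inhibition of all tested compounds plus 3 SD, computed separately for each screening campaign, cut at about 15% in these data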
Target sequence (P62136 whole entry, looked up): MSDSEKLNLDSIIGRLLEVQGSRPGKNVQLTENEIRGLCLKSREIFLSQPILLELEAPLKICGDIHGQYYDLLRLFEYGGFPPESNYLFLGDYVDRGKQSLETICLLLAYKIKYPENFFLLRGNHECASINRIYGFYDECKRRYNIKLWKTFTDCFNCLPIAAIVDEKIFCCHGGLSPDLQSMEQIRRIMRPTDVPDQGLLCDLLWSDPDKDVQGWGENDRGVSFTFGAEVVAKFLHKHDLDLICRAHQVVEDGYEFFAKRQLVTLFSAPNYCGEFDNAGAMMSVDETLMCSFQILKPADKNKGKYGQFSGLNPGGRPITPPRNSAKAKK
AHR activator: activates the human aryl hydrocarbon receptor; hit rate 2.5% among 320,000; activation, % at 5 µM; P35869; AHR-responsive luciferase reporter cells, luminescence; AID 2796; in the data active means activation above about 47%;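 further: 0% = vehicle wells and 100% = reference agonist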
TPT1 inhibitor: C. albicans TPT1 enzyme inhibition; recombinant caTPT1, FP RNA substrate dephosphorylation; AID 1962; hit rate 0.81% among 300,000; inhibition, % at 5 µM;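 active means inhibition above the mean of all tested compounds plus 3 SD, set per screening campaign, cut at about 24% in these data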;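 further: plate controls were DMSO alone for no effect and ferristatin control at 100 nM for full effect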
procasp7 counter: counter-screen: procaspase-7 (human) activation | P55210 | recombinant procaspase-7, Ac-DEVD-pNA absorbance 405 nm; D23A/D198A/D206A triple mutant, cannot self-cleave; scale: DMSO 0, 5 µM enzyme 100 | activation, % at 8.5 µM | hit rate 0.093% among 330,000 | AID 463210;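 active means percent activation above the screen-wide mean plus 3 SD, cut at about 25% in these data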
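Assay system: Uncleavable procaspase-7 mutant enzyme | Input: 2 µM procaspase-7 mutant as dispensed | Timing: 1 h compound preincubation, 2 h substrate cleavage, 25 °C | Repeats: One well per compound | Control set: DMSO wells as 0%, DMSO with 5 µM added PC-7 as 100% | Technique: Epi-absorbance of released pNA at 405 nm, two timepoints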
Active calls of the source: *; . = not tested or not shown.

canonical_smiles	HCV core dimer	PAFAH2 FP inh	Fh CTSL1 inh	PP5 primary	proCasp3 act	PP1 counter	AHR activator	TPT1 inhibitor	procasp7 counter
COc1ccc(-n2c(=S)[nH]c3cc(C(=O)N4CCN(c5ccccc5)CC4)ccc3c2=O)c(OC)c1	7.7	-3.7	0.9	2.4	2.2	-2.7	1.4	1.1	-1.3
Cc1c(C(=O)NCc2cccnc2)oc2ccc(S(=O)(=O)N3CCCCCC3)cc12	0.2	-12.5	-1.5	3.0	-0.7	3.5	12.6	-0.4	2.1
COCC(=O)Nc1cc(C)cn(Cc2c(F)cccc2Cl)c1=O	-14.3	-1.1	3.6	-6.3	-1.5	-1.2	0.7	-1.2	5.3
O=C(CN1CC(=O)Oc2ccccc21)OCC(=O)c1ccc(F)cc1	-3.6	-2.1	-4.9	-3.1	-4.0	-3.5	6.1	-1.8	-10.6
C=Cn1c(C(=O)O)ccc1-c1ccc(OC)cc1	1.2	.	-0.4	-0.6	0.7	-2.9	0.7	-0.3	1.0
C=CCn1c(=S)[nH]c2nc3c(cc2c1=O)COC(C)(C)C3	0.0	6.6	3.3	2.7	8.1	0.7	30.6	4.4	-0.6
C=CCN(c1ccccc1C(=O)NCC(=O)O)S(=O)(=O)c1ccc(C)cc1	1.7	-4.6	-3.6	0.9	2.5	-5.9	3.2	0.2	6.0
CCOc1ccc(C(=O)NC(C(=O)NCc2cccnc2)C(C)C)cc1 (stereo not given)	0.0	2.4	-4.5	-1.2	5.0	3.0	3.0	-1.8	-0.7
CC(C)C(=O)Nc1ncc2c(n1)CC(c1cccs1)CC2=O (stereo not given)	-1.6	7.1	-0.9	0.2	-4.1	0.0	9.5	-2.3	7.8
CCOC(=O)C(CC)Sc1ccc2nnc(CCNS(=O)(=O)c3ccccc3)n2n1 (stereo not given)	-0.3	-1.9	1.7	-2.2	3.2	-2.5	-1.6	0.4	1.2
CCc1c(C)sc(NC(=S)Nc2cccnc2)c1C(=O)OC	-1.3	2.5	2.0	1.0	-16.9	1.3	76.4*	-6.0	-16.7
COc1ccc2[nH]c3nc(SCC(=O)Nc4ccc5c(c4)OCO5)nnc3c2c1	7.7	-9.4	1.3	0.9	1.6	2.3	1.4	-4.9	2.4
CC(C)c1ccc(OCCCCCN2CCOCC2)cc1	-11.3	5.5	5.1	-1.6	-3.9	0.7	4.1	-3.6	-3.4
O=[N+]([O-])c1ccc(CCn2ccnc2)cc1	-0.8	5.7	-0.7	-2.5	3.1	-2.5	1.7	-4.9	0.5
O=C(CSc1ccc(S(=O)(=O)N2CCOCC2)cn1)Nc1ccc(OC(F)F)cc1	.	-9.3	.	1.6	6.9	3.2	-1.8	.	1.3
O=C(CCCCCN1C(=O)CCC1=O)Nc1ccc(Cl)c(C(F)(F)F)c1	-3.1	-8.2	-3.1	-0.3	1.8	2.2	-1.8	1.9	-1.3
CC(C)NC(=O)Nc1ccc2c(c1)C(=O)N([C@H](C)CO)C[C@H](C)[C@@H](CN(C)C(=O)NC1CCCCC1)O2	.	6.8	.	.	5.6	.	-1.1	.	4.0
O=C(O)C1CSC(c2ccncc2)N1 (stereo not given)	-9.4	7.6	0.5	1.0	-13.7	-1.2	2.3	-15.7	-12.4
COC(=O)[C@@H]1[C@@H](C)OC(=O)N[C@H]1c1ccccc1	-8.4	2.5	3.2	1.6	0.8	3.0	-2.6	-7.0	7.3
CCOC(=O)/C(=C\c1ccc(C)cc1)NC(=O)c1ccccc1	-1.0	2.0	-1.5	1.1	9.9	-5.9	0.4	-1.9	-0.5
C/C(=N\NC(=S)NC1CCCCC1)c1ccc(C)o1	0.8	4.0	3.5	2.3	-2.3	1.0	8.3	-2.2	1.8
COCCN(CCOC)S(=O)(=O)c1ccc(C(=O)Nc2ccc([N+](=O)[O-])cc2OC)cc1	-4.2	2.9	-1.9	0.5	11.8	-1.9	0.3	-2.3	-0.5
O=C1CCCC(=O)C1Sc1ccc(Cl)cc1	-0.1	2.4	0.6	1.1	0.6	-0.3	0.1	0.0	13.4
COc1ccccc1C(=O)NC(=O)COC(=O)c1ccc(Cl)cc1[N+](=O)[O-]	-0.4	0.4	3.6	1.5	5.4	-3.7	1.1	1.4	0.8
Cc1cccc(C)c1NC(=O)c1c(-c2ccccc2)noc1C	0.8	-5.6	5.8	0.7	3.3	4.1	2.2	-8.4	-13.4
COc1ccccc1NS(=O)(=O)c1cc(NC(=O)/C=C/c2cccs2)ccc1N1CCOCC1	21.4	-43.8	6.6	1.0	-3.9	0.5	30.7	1.9	1.5
Cc1sc2ncnc(NCC(c3ccco3)N3CCCC3)c2c1C (stereo not given)	0.9	4.4	-3.6	1.9	6.3	-1.2	5.5	1.9	3.1
Cc1ccc(Cl)cc1NC(=O)N(C)CCO	-4.1	7.5	-5.0	1.2	1.9	0.2	0.1	-0.6	1.1
NS(=O)(=O)c1ccc(NC(=O)CSc2nc3ccccc3c(=O)n2Cc2ccncc2)cc1	.	-2.3	.	.	-2.5	.	5.2	.	-4.5
O=C(CSc1nc2[nH]ncc2c(=O)[nH]1)Nc1ccc(Cl)cc1	-0.9	2.0	7.9	1.8	-3.9	-3.6	4.9	-1.4	1.3
O=[N+]([O-])c1ccc(CSc2nc3ccccc3o2)cc1	1.9	-1.8	-0.4	1.6	5.7	0.4	-0.4	3.1	1.7
COCCn1c(SCC(=O)Nc2ccccc2OC)nnc1-c1ccco1	5.6	-4.6	4.2	-1.3	-0.8	-1.6	1.9	-2.0	2.1
Cn1c(=O)c(C(=O)NCCO)c(O)c2ccccc21	-2.6	3.9	-1.5	3.5	11.0	0.8	0.4	0.0	14.7
Nc1c(C(=O)Nc2ccc3c(c2)OCCO3)nnn1Cc1ccccc1	0.2	2.1	3.5	-0.6	-0.8	-2.3	30.7	-0.4	1.8
Cc1noc(C)c1CSCC(=O)N1CCN(c2ccc(F)cc2)CC1	-3.1	7.8	-2.7	2.7	6.1	-2.5	-2.7	-2.8	-0.8
N#Cc1ccc(OCC(=O)NNC(=S)NC2CCCCC2)cc1	.	-12.5	.	0.2	5.6	-1.8	1.1	.	-1.9
CN(C)C(=O)c1c(NC(=O)c2ccccc2)sc2c1CCC2	7.6	6.2	-1.1	-0.6	1.6	-3.7	18.1	1.0	15.2
Cc1ccc(N(C(=O)c2csnn2)C(C(=O)NC2CCCC2)c2cccnc2)c(C)c1 (stereo not given)	-2.4	7.5	2.1	-0.7	-3.2	1.7	-0.8	1.9	1.5
c1ccc(-c2nnnc3ccccc23)cc1	-0.8	0.3	0.2	-1.0	-1.7	-4.6	-1.2	0.5	12.4
CC(CCCC(C)(C)O)NCCO (stereo not given)	3.0	-4.1	-1.0	3.5	-5.4	1.6	-2.0	4.0	9.0
CCOc1ccc(NC(=O)c2ccc(NC(=O)COC(=O)c3ccc(NC(=O)CC#N)cc3)cc2)cc1	62.4*	-53.2	5.1	-1.1	3.7	75.8*	15.4	15.6	1.0
COc1ncnc2c1NC1=C(S2)C(=NCCC(=O)O)CC(C)(C)C1	-6.7	8.1	-1.9	1.7	-4.1	-0.3	13.3	-110.3	-10.6
COc1ccc2c(c1)CCc1cn[nH]c1-2	-1.9	1.2	-6.8	2.1	-0.5	-2.2	-0.1	-3.4	-1.1
O=C(COC(=O)c1ccc(-n2cnnn2)cc1)Nc1cc(Cl)ccc1F	.	34.2*	.	2.3	2.0	1.8	-0.6	.	-0.7
CCNS(=O)(=O)c1ccc(CCC(=O)NCc2ccncc2)cc1	7.3	-5.2	1.3	-1.4	-2.4	-1.6	0.9	-2.2	-0.6
Nc1cc(Oc2ccc(Cl)cc2Cl)nc(N)n1	-3.1	-1.5	-2.6	0.1	2.0	-2.4	-0.2	-0.6	-1.6
Cc1[nH]n(-c2ccccc2)c(=O)c1C=Nc1ccc(S(=O)(=O)N(C)C)cc1	9.0	2.5	-0.5	-0.7	-2.0	-4.9	8.7	2.4	8.9
O=c1[nH]c(-c2cccnc2)nc2ccccc12	-6.5	-0.2	1.9	1.0	-1.4	-1.9	21.8	3.0	1.7
CCN(C(=O)COC(=O)CCCN1C(=O)c2cccc3cccc(c23)C1=O)C1CCS(=O)(=O)C1 (stereo not given)	-0.1	4.6	4.8	-1.6	3.7	-6.6	0.4	3.4	7.0
O=[N+]([O-])c1cccnc1S(=O)(=O)c1ccccc1	-6.6	9.4	7.6	1.6	-7.2	-0.8	5.3	-0.1	2.0
CC(C)CCNC(=O)CN(CCCN1CCOCC1)C(=O)Cn1nnc(-c2ccc(F)cc2)n1	0.2	-11.1	-0.7	0.8	2.0	1.6	-0.5	-3.0	5.3
COc1ccc(/C(C)=N/NC(=O)CNC(=O)c2cccs2)cc1	6.1	2.0	2.4	0.6	2.2	-1.4	15.1	4.0	0.7
NC(=O)CN1C(=O)/C(=c2\sc3nc(=O)c(Cc4ccccc4)nn3c2=O)c2ccccc21	-8.2	.	-3.2	2.0	-13.0	-1.6	34.0	-4.0	-13.2
CN(CC(=O)Nc1cccc(F)c1)C(=O)CCCn1c(=O)oc2ccccc21	-4.7	9.8	-4.9	-0.7	7.5	-6.8	8.1	1.8	8.6
CCCOc1ccc(-c2nnn(CC(=O)Nc3cccc(C(=O)OC)c3)n2)cc1	2.3	-23.8	-1.1	-1.5	0.5	4.1	-3.5	1.0	6.0
CC(C(=O)c1ccccc1)[n+]1cccc(C(N)=O)c1 (stereo not given)	2.2	3.4	-0.4	-1.4	-5.6	-6.6	-1.3	-0.7	4.1

Full records, looked up by structure.
CC(C(=O)c1ccccc1)[n+]1cccc(C(N)=O)c1 (stereo not given) as listed: HCV core dimer: 2.2; PAFAH2 FP inh: 3.4; Fh CTSL1 inh: -0.4; PP5 primary: -1.4; proCasp3 act: -5.6; PP1 counter: -6.6; AHR activator: -1.3; TPT1 inhibitor: -0.7; procasp7 counter: 4.1
NC(=O)CN1C(=O)/C(=c2\sc3nc(=O)c(Cc4ccccc4)nn3c2=O)c2ccccc21 as listed: HCV core dimer: -8.2; PAFAH2 FP inh: .; Fh CTSL1 inh: -3.2; PP5 primary: 2.0; proCasp3 act: -13.0; PP1 counter: -1.6; AHR activator: 34.0; TPT1 inhibitor: -4.0; procasp7 counter: -13.2

New compounds follow.
canonical_smiles	HCV core dimer	PAFAH2 FP inh	Fh CTSL1 inh	PP5 primary	proCasp3 act	PP1 counter	AHR activator	TPT1 inhibitor	procasp7 counter
N#CCCN(Cc1ccccc1)C(=O)Nc1ccccc1	2.1	2.7	4.1	-0.2	6.8	-9.0	-0.8	6.6	5.4
CCCCN1CC[C@H]2C=CC[C@@H](C(=O)Nc3ccc(Cl)c(C(F)(F)F)c3)[C@H]2C1=O	-2.9	-7.5	0.0	5.4	6.6	1.0	5.7	3.6	-6.2
COc1ccc2nc3sc(C(=O)NCCCN4CCc5ccccc5C4)cc3cc2c1	-13.1	1.6	5.6	-4.0	-4.1	7.1	40.3	-3.1	-1.3
Cc1cc(C)nc(SCc2cn3ccccc3n2)n1	-0.9	-1.7	-2.2	-2.5	-5.6	-4.2	15.9	1.9	1.7
Cc1ccc(S(=O)(=O)N(C)C)cc1[N+](=O)[O-]	1.0	5.7	11.7	-1.2	0.9	1.6	-3.0	-2.7	4.1
